N370S GC = qHTS Assay for Inhibitors and Activators of N370S glucocerebrosidase as a Potential Chaperone Treatment of Gaucher Disease; Lysosomal acid glucosylceramidase (Homo sapiens), P04062; N370S GC spleen homogenate, 4MU-glucoside fluorescence; Potency, µM (series often up to 59.4 µM), for the others: at the highest dose activity change, negative = inhibition, hits mostly inhibitors; actives 0.092% (n = 330,000); AID 2101, 2009;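 note: 0% = full enzyme activity and -100% = no enzyme basal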
FEN1 inhibitor = qHTS Assay for the Inhibitors of Human Flap endonuclease 1 (FEN1); Recombinant FEN1 flap cleavage, fluorescence, 15 min; P39748; Potency, µM (highest dose often 114 µM), for inactives: top-dose activity change, negative = inhibition, actives largely listed as inhibitors; actives 0.35% (n = 390,000); note: nearly all actives have a fitted effect of over 65% in size
Target sequence (P39748 whole entry, looked up): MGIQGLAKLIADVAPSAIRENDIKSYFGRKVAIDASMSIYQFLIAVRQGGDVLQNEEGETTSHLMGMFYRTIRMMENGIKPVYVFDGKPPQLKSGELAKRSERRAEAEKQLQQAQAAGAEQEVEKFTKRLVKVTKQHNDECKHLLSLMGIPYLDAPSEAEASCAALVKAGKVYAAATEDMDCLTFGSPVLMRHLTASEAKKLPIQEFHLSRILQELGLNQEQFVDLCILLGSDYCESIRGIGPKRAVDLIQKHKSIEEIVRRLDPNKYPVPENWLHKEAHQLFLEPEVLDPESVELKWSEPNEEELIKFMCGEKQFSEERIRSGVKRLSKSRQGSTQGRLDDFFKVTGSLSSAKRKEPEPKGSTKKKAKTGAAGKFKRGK
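Quantitative HTS format: each compound was titrated, incubated with 10 nM nuclease for 15 min at room temperature, then challenged with flap substrate at 50 nM final. Signal change over 15 min gave concentration–effect curves.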
TDP1 inh = qHTS Assay for Inhibitors of Tyrosyl-DNA Phosphodiesterase (TDP1). actives 0.28% (n = 350,000). Tyrosyl-DNA phosphodiesterase 1 (Homo sapiens), Q9NUW8. Potency, µM (doses to about 130 µM), inactives show at the top dose activity change, negative = inhibition, actives largely listed as inhibitors. recombinant TDP1, AlphaScreen DNA substrate cleavage; note: nearly all actives have a fitted effect of over 40% in size
Target sequence (Q9NUW8 whole entry, looked up): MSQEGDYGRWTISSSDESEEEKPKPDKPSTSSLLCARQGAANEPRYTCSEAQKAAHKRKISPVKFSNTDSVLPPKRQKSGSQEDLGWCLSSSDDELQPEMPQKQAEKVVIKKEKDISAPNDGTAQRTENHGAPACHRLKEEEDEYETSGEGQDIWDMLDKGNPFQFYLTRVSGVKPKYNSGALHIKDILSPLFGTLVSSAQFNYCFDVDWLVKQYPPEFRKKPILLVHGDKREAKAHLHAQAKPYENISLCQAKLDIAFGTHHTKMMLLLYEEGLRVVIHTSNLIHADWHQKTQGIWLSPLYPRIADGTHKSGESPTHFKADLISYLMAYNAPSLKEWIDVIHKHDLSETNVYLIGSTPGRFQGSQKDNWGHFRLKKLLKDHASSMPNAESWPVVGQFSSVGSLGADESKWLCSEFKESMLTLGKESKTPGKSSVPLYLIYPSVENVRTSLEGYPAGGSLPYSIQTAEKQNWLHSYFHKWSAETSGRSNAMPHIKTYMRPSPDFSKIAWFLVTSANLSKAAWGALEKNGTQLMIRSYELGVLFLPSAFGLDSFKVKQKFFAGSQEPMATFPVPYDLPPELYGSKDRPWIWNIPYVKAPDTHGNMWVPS
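E. coli-derived human Tdp1, 1 nM final. Cpd preinc 15 min RT; substrate 15 nM final, 5 min RT; AS bead mix 10 ug/ml final, 10 min RT. Signal loss = tyrosine-FITC cleavage. No-enzyme wells = max signal.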
* = called active by the depositor; ? = inconclusive; . = not tested or not shown; [ ] = another dose, or the depositor's remark. Calls come from the whole dose curve; as a rule, active = well fitted curve in the direction sought with a large enough effect; inconclusive = small, poorly fitted or top-dose-only effect, or another doubt; inactive = no such curve, though single readings can be large; an effect the other way counts as inactive or inconclusive. Unless noted, % is set by controls: 0 for no effect and ±100 for the full control effect; potency is the fitted concentration of half-maximal effect.

N370S GC,FEN1 inhibitor,TDP1 inh,canonical_smiles
?,-2%,.,Cn1c2ccccc2c(=O)c2cc(C#CC3(O)CCCCC3)ccc21
-6%,0%,3%,C=C1CSc2nc(=O)c3c(C)c(C)sc3n21
.,4%,6%,COc1cc(C2CC(=O)Nc3c2c(=O)n(C)c2ncnn32)cc(OC)c1OC (stereo not given)
2%,0%,6%,Cc1cc(C)cc(NC(=O)C2CC(=O)n3ncnc3N2)c1 (stereo not given)
11%,-4%,-2%,NNc1nc(Nc2ccccc2)nc(Nc2ccccc2)n1
.,0%,2%,Cc1ccccc1C(=O)NCc1nc(-c2ccc(Cl)cc2)no1
.,8%,6%,COc1ccc(-c2nnn3c2nc(NCCc2ccc(OC)c(OC)c2)c2ccccc23)cc1
-8%,4%,0%,CN(C)S(=O)(=O)N1CCC(Oc2cccc(C(=O)N3CCCCCCC3)c2)CC1
1%,3%,4%,CCOC(=O)COc1ccccc1/C=C1\NC(=O)NC1=O
6%,-13%,0%,CCOC(=O)C1(Cc2ccccc2C(F)(F)F)CCN(C(C)CSC)CC1 (stereo not given)
.,-2%,12%,COc1ccc(-n2cc(C(=O)NCCc3cc(OC)ccc3OC)c3ccccc3c2=O)cc1
-4%,5%,0%,CCOC(=O)CSc1nc2cc(C(=O)OC)ccc2c(=O)n1CCN1CCOCC1
-9%,-16%,-3%,Oc1ccc(/C=N/N=C/c2ccc(O)cc2)cc1
10%,1%,-6%,Cc1ccnc(NC(=O)C(C)N2C(=O)c3ccccc3C2=O)c1 (stereo not given)
.,-9%,6%,O=C(CNS(=O)(=O)c1cccs1)N1CCN(c2ccccc2Cl)CC1
15%,5%,-7%,CCn1c(=O)c(C(=O)NC(C)C)c(O)c2ccccc21
2%,18%,.,CCOC(=O)N1CCN(c2c(NCc3ccccc3Cl)c(=O)c2=O)CC1
-24%,-14%,5%,C=CCO/N=C(/CCC)C1=C(N)CC(C)(C)CC1=O
-3%,2%,1%,Cc1[nH]c2ccccc2c1C(=O)C(C)OC(=O)c1ccc(Cl)nc1 (stereo not given)
12%,16%,.,Cn1cc(CN2CCC(CO)(CCCc3ccccc3)CC2)c(-c2ccccc2)n1
?,16%,5%,CN(C)c1ccc(-c2nnc(-c3cccs3)o2)cc1
-7%,-2%,4%,Cc1ccc(NC(=O)COc2nc(C)cs2)cc1
-10%,3%,.,CCc1ccc(NC(=O)CCS(=O)(=O)c2ccc(Cl)cc2)cc1
-14%,-8%,3%,COc1ccc(-n2nc3c(N4CCC(C(=O)NCC(C)c5ccccc5)CC4)nnc(C)c3c2C)cc1 (stereo not given)

Continued, overlapping the part above by 2 compounds.
N370S GC,FEN1 inhibitor,TDP1 inh,canonical_smiles
-10%,3%,.,CCc1ccc(NC(=O)CCS(=O)(=O)c2ccc(Cl)cc2)cc1
-14%,-8%,3%,COc1ccc(-n2nc3c(N4CCC(C(=O)NCC(C)c5ccccc5)CC4)nnc(C)c3c2C)cc1 (stereo not given)
.,7%,9%,CCCCCn1cc2c(c1-c1ccc(Cl)cc1)c(=O)n(C)c(=O)n2C
1%,-10%,-4%,CCCn1c(SCC(=O)c2cc(OC)ccc2OC)nnc1C(C)C
9%,0%,-3%,Cc1ccc(Sc2nnc(-c3ccccc3)cc2C#N)cc1
-4%,-16%,.,CCCC(=O)NC(c1ccc(C(C)C)cc1)c1ccc2cccnc2c1O (stereo not given)
-6%,4%,3%,CSc1ccc(/C=C(/Sc2nnc(-c3ccccc3)o2)C(=O)O)cc1
-4%,3%,.,Cc1ccc(C2(c3ccc(C)cc3)NC(=O)N(CC(N)=O)C2=O)cc1
-16%,?,5%,CC(C)N(C(=O)CSc1nnc(CN2CCCCCC2=O)n1-c1ccccn1)C(C)C
0%,18%,.,O=C(Nc1ccc(NC(=O)c2cccc([N+](=O)[O-])c2)cc1)c1cccc([N+](=O)[O-])c1
.,3%,3%,CCOc1ccc(C2NC(=O)c3c(COC)cc(C)nc3N2Cc2ccccc2)cc1OC (stereo not given)
.,1%,28µM*,CCCn1c(N)c(C(=O)CSc2nc3ncc(Cl)cc3[nH]2)c(=O)n(C)c1=O
4%,-24%,2%,COc1ccc(S(=O)(=O)NCCSc2ccc(Cl)cc2)cc1OC
1%,5%,-16%,Cc1n[nH]c(=O)c2c(NC(=O)COC(=O)COc3cccc(Br)c3)oc(C)c12

Entries listed so far with an aryl thioether with sulfur outside any ring (7):
N370S GC,FEN1 inhibitor,TDP1 inh,canonical_smiles
-4%,5%,0%,CCOC(=O)CSc1nc2cc(C(=O)OC)ccc2c(=O)n1CCN1CCOCC1
1%,-10%,-4%,CCCn1c(SCC(=O)c2cc(OC)ccc2OC)nnc1C(C)C
9%,0%,-3%,Cc1ccc(Sc2nnc(-c3ccccc3)cc2C#N)cc1
-6%,4%,3%,CSc1ccc(/C=C(/Sc2nnc(-c3ccccc3)o2)C(=O)O)cc1
-16%,?,5%,CC(C)N(C(=O)CSc1nnc(CN2CCCCCC2=O)n1-c1ccccn1)C(C)C
.,1%,28µM*,CCCn1c(N)c(C(=O)CSc2nc3ncc(Cl)cc3[nH]2)c(=O)n(C)c1=O
4%,-24%,2%,COc1ccc(S(=O)(=O)NCCSc2ccc(Cl)cc2)cc1OC

Next section
N370S GC,FEN1 inhibitor,TDP1 inh,canonical_smiles
.,1%,-6%,COc1ccc(-c2cnc(C)o2)cc1S(=O)(=O)Nc1cccc(C(F)(F)F)c1
8%,2%,0%,C=CCSc1ncccc1C(=O)O
.,-5%,3%,CCOC(=O)c1cccc(NC(=O)CSc2nc3cc4ccccc4cc3[nH]2)c1
-2%,-4%,1%,Cc1ccccc1CNC(=O)c1ccccc1SCC(=O)NCc1ccco1
4%,-5%,2%,CCOC(=O)c1c(NC(=O)Nc2cccc(Cl)c2)sc(C)c1C
1%,-11%,4%,C/C(=N\NC(=O)c1c(Br)c(C)nn1C)c1ccc(NC(=O)C(C)Oc2ccc(Cl)cc2C)cc1 (stereo not given)
8%,-15%,0%,COc1ccccc1N1CCN(C(=O)C(Sc2ccccc2)c2ccccc2)CC1 (stereo not given)
2%,-18%,4%,O=C(C1=C(O)C(=O)N(CCN2CCOCC2)C1c1ccncc1)c1ccco1 (stereo not given)
.,6%,11%,COc1ccc(OCc2ccc(-c3nc(C#N)c(NCc4cccnc4)o3)o2)cc1
6%,-4%,.,COc1cccc(C(=O)N2CCN(C3CCCCC3)CC2)c1
-4%,0%,-5%,CCCCC(=O)Nc1ccc(C(=O)NCCc2ccccc2)cc1
8%,-4%,5%,C=CCSc1nc(N)c(C#N)c(-c2ccc(C)cc2)c1C#N
2%,-6%,4%,O=C(CN1C(=O)c2ccccc2C1=O)Nc1ccc(N2CCOCC2)cc1
-20%,?,.,CCN(CC)S(=O)(=O)c1cccc(N=Nc2sc(N)nc2C)c1
-4%,17%,.,COc1ccc(S(=O)(=O)N2CCN(Cc3cc(OC)c(OC)cc3OC)CC2)cc1
-4%,7%,0%,C=CCNC(=O)c1ccc(S(=O)(=O)CC)c(Cl)c1Cl
-9%,-17%,-5%,CSc1nc(C)cc(C)c1S(=O)(=O)c1ccccc1C
-3%,-18%,-3%,Cc1cccc(Sc2c(C=O)c3ccccc3n2C)c1
22%,2%,-1%,COC(=O)/C=C1\N/C(=N\c2nc(C)cc(C)n2)N(c2ccccc2)C1=O
.,-21%,5%,CCCCn1c(CNC(=O)C23CC4CC(CC(C4)C2)C3)nnc1SCC(=O)Nc1ccc(C)cc1
?,.,5%,Clc1ccc(-c2c[n+](Cc3ccc(Cl)c(Cl)c3)c3n2CCC3)cc1
.,-2%,0%,CC1CCCCC12NC(=O)N(CC(=O)Nc1ccc(S(=O)(=O)Nc3ncccn3)cc1)C2=O (stereo not given)
.,-6%,3%,Cc1cccc(N(Cc2ccccc2)C(=O)C2CCN(C(=O)c3ccccc3C)CC2)c1
.,8%,4%,CCOc1ccc(-c2cccc(NS(=O)(=O)c3ccccc3C(F)(F)F)c2)nn1

One compound at a time (already shown). Screens in order: N370S GC	FEN1 inhibitor	TDP1 inh
Listed for COc1ccc(S(=O)(=O)N2CCN(Cc3cc(OC)c(OC)cc3OC)CC2)cc1 → -4%	17%	.
Listed for Clc1ccc(-c2c[n+](Cc3ccc(Cl)c(Cl)c3)c3n2CCC3)cc1 → ?	.	5%

More structures follow:
N370S GC,FEN1 inhibitor,TDP1 inh,canonical_smiles
19%,-1%,10%,O=C(Nc1nnc(C2CC2)o1)c1ccc(S(=O)(=O)N2CCCc3ccccc32)cc1
?,11%,3%,COc1ccc(-n2cc(CNC3CCN(C)CC3)c(-c3cccc(F)c3)n2)cc1
20%,0%,-2%,O=C(O)c1cc(CN2CCOCC2)oc1-c1ccccc1
21%,-5%,7%,CCC(c1nnnn1CCc1ccccc1)N(Cc1ccco1)Cc1cc2cccc(C)c2[nH]c1=O (stereo not given)
.,-22%,-2%,CCOC(=O)[C@@H]1[C@H]2COc3ccccc3[C@H]2N2C(=O)N(c3cccc(Cl)c3)C(=O)[C@]12C
4%,-3%,.,COc1ccc2c(c1)c(=O)oc1cc(OCC(=O)NC3CCCCC3)ccc12
3%,4%,5%,CCCNC(=O)COC(=O)CCC(=O)c1ccc(F)cc1
-1%,-1%,-1%,COc1ccccc1-c1nc(-c2ccccn2)no1
3%,3%,0%,O=C(Cn1cncn1)NCCC(c1ccccc1)c1ccccc1
3%,-20%,3%,CCOC(=O)c1[nH]c(C)c(C(=O)NCCc2ccc(OC)cc2)c1C
-13%,-7%,2%,O=C(c1cc(-c2ccc(Br)cc2)nc2ccccc12)N1CCN(c2ccccc2O)CC1
20%,0%,6%,O=C(O)c1[nH]c2ccccc2c1-c1ccccc1
-1%,4%,5%,COc1ccc(C2CC(c3c(-c4ccccc4)c4cc(Cl)ccc4[nH]c3=O)=NN2S(C)(=O)=O)cc1 (stereo not given)
-14%,-2%,1%,Cn1c(-c2csc(-c3cccc(C(F)(F)F)c3)n2)n[nH]c1=S
-3%,-1%,.,O=C(OCc1nnc(-c2ccccc2)o1)c1cc(S(=O)(=O)N2CCOCC2)ccc1F
17%,-6%,2%,COc1ccc(-c2cc(C(=O)NCC3CCCO3)c3cc(C(C)C)ccc3n2)cc1 (stereo not given)
6%,-7%,3%,O=C(CCC(=O)N1CCN(S(=O)(=O)c2ccc(Cl)cc2)CC1)Nc1ccc(Cl)cc1Cl
4%,-5%,2%,Cc1cc(Cl)ccc1NC(=S)NCCCO
-5%,-7%,-3%,CC(=NCc1cccnc1)C1=C(O)c2ccccc2C1=O
-5%,.,14µM*,Cc1nc(N=Nc2ccc(C(=O)O)cc2)c(COP(=O)(O)O)c(C=O)c1O
8%[12.8 µM],.,12%[12.3 µM],COC(=O)C1=C(C(=O)OC)[C@@H]2N(Cc3ccccc3)c3ccccc3[C@@]23C[C@@H](C(=O)OC)N(S(=O)(=O)c2ccc(C)cc2)C3=N1
-10%,-5%,-19%,Cc1ccc(S(=O)(=O)NCC(=O)N2CCOCCOCCOCCOCC2)cc1
.,-6%,-6%,Cc1ccccc1N1CC(c2nc3ccccc3n2CCC2CCCCC2)CC1=O (stereo not given)
.,-2%,8%,Cc1ccc(NC(=O)CN2C=NS(=O)(=O)c3ccccc32)c(C)c1
-26%,9%,7%,CN(C)S(=O)(=O)c1ccc2c(c1)C(CC(=O)O)NC2=O (stereo not given)
4%,-1%,5%,COc1ccc(N2C(=NC(=O)C3CCCO3)SC3CS(=O)(=O)CC32)cc1 (stereo not given)
7%,1%,4%,O=S(=O)(c1ccccc1)N1CCSC1c1ccco1 (stereo not given)
.,9%,3%,Cc1noc(C)c1COc1ccccc1C(=O)N1CCN(c2cccc(C(F)(F)F)c2)CC1
9%,-4%,-5%,O=C(Nc1ccc(N2CCOCC2)cc1)c1cccnc1
1%,0%,-3%,CCS(=O)(=O)c1nc(NC(C)=O)n[nH]1
.,-5%,6%,COC(=O)c1cc2oc3ccccc3c2n1Cc1nc(-c2ccc(Cl)cc2)oc1C
.,17%,2%,Cn1cc(S(=O)(=O)c2cccc(Cl)c2)c(=O)c2cc(F)c(N3CCN(c4ccccc4)CC3)cc21
.,17%,1%[56.1 µM],CN(C)C(=O)CCc1ccc2c3c([nH]c2c1)[C@]1(CCc2ccccc2)[C@@H](C(=O)N2CCCCC2)C[C@H](CC(=O)NCc2ccco2)C(=O)N1CC3
1%,0%,3%[56.1 µM],N#C/C(=C\c1cccnc1)C(=O)Nc1ccc(S(N)(=O)=O)cc1
29%,35%,2%,CC(=O)n1c2ccccc2c2c1c1ccccc1n2C
-10%,-13%,-3%,O=C(Cc1cccs1)N/N=C/c1ccc(OCc2ccccc2)cc1
